# Dynein transport = dynein cargo transport inhibition; z-score, hits read low; 3617.4 mouse cells, GR-EGFP nuclear translocation imaging; test concentration mostly 20 µM; stimulated with dexamethasone, 1 µM; hits give low values; 0.47% of 220,000 active;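 active = plate z-score of nuclear minus cytoplasmic receptor signal below a set negative limit, without overly bright fluorescence or cell loss, cut at about -3.5 in these data, passing the limit was not always enough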;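 also: z-score of nuclear minus cytoplasmic ring GR-EGFP intensity difference per well; some compounds called inactive have numbers as strong as hits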
#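 Buffer or medium: tet-free medium with charcoal-stripped serum / Also added: dexamethasone agonist, 1.0 µM final, for 30 min / Timing: induction 48 h, compound 1 h, agonist 30 min / Measured by: high-content fluorescence imaging after fixation / Read-out: nuclear-to-cytoplasmic GR-EGFP distribution per well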
# PMI inhibitors = inhibitors of human PMI, primary screen, biochemical, fluorescence intensity, coupled assay (AID 1209); inhibition, % at 20 µM; hits with a dose series show IC50 in µM; 0.42% of 190,000 active; purified PMI enzyme, coupled fluorescence intensity; higher % means a stronger effect; in the data active = inhibition above about 50%;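 also: plate controls were DMSO vehicle for no effect and wells lacking substrate for full effect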
# MT stabilizer = stabilizes microtubules in HeLa cells; HeLa tubulin immunostaining HCS, 24 h; share of cells brighter than vehicle mean+2SD; % tubulin-high responders, % at 10 µM; 0.83% of 200,000 active; AID 2205;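 active = plate Z-score above 3 for both tubulin-high and condensed-nucleus cell shares, with cell loss under 80%, at 10 µM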;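 also: anti alpha tubulin signal scored within the nucleus-defined area of each cell; some results filed as inactive read as strong as hits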
# Lipid droplet = hepatic lipid droplet formation modulation; AML12 mouse hepatocytes, oleate lipid droplets, BODIPY imaging; inhibition, % at 6.5 µM; 0.4% of 240,000 active; AID 1656;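 active = lipid droplet intensity inhibited by at least 50%, with more than 500 cells counted; inconclusive = wells with under 300 cells, treated as cytotoxic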
#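 System: AML12 hepatocytes (mouse). Probe or stimulus: oleic acid at 100 µM to induce lipid droplet formation. Times: overnight treatment with compound plus oleate. Detection: Image-based BODIPY and DAPI two-channel analysis. Evaluation: percent inhibition of filter-corrected integrated lipid droplet intensity per well.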
# TNAP activation fold = stimulation of alkaline phosphatase TNAP activity – biochemical, luminescent, no phosphate acceptor, uHTS, primary screen (AID 1001); purified TNAP, luminescent activation assay, no phosphate acceptor; higher activation fold means a stronger effect; one-dose activation fold at 20 µM; EC50 in µM for titrated hits; 0.03% of 200,000 active; in the data active = activation fold from about 3, or a potency from the dose series; inactive = the rest, 99 in 100 with activation fold below about 1.6; also: many of its hits are not listed in these tables
# b-catenin transl = modulators of beta-catenin nuclear translocation; HeLa beta-catenin nuclear translocation, immunofluorescence imaging; nuclear translocation activity, % at 5 µM; 0.3% of 190,000 active;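 active = nuclear translocation activity above 50% at 5 µM, with a well cell count of 50 or more; inconclusive = wells under 50 cells across six images, flagged as toxic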;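 also: per-cell ratio of nuclear to cytoplasmic median beta-catenin stain intensity; plate controls were DMSO negative control for no effect and GSK-3 inhibitor IX positive control for full effect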
#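 assay system = human HeLa cells, endogenous beta-catenin | times = compound treatment 24 h, 37°C, 5% CO2 | detection = Anti-beta-catenin immunofluorescence on PFA-fixed, Triton-permeabilized cells, DAPI nuclei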
# T cell HTS = modulates CD8 T cell binding to vesicles; 2C CD8+ T cell-vesicle binding, flow cytometry; hits give low values; calls only at 7 µM; 0.068% of 330,000 active; AID 2052;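 active = response, share of CD8 T cells binding vesicles, and their 90th percentile fluorescence all below set limits, cut at about 80% in these data, passing the limit was not always enough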
#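 Material: 2C TCR transgenic mouse naive CD8+ T cells, MACS-purified. Also added: QL9-charged Drosophila Ld/ICAM-1/B7-1 vesicles. Timing: binding 1.5 h at 37 °C. Measured by: high-throughput flow cytometry with anti-B7-1 and anti-CD8 staining. Read-out: percent CD8+ FL2 mean versus row control. Controls: Unloaded micro-vesicles (low), QL9 vesicles with 0.7% DMSO (high).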
# Insulin prom up = MIN6 insulin promoter up-regulation; AID 1625; 0.3% of 190,000 active; z-score at 5 µM; MIN6 insulin promoter-GFP reporter, high-content imaging; hits give high values;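 active = z-score above 3 at 5 µM with at least 500 cells counted in the well; inconclusive = wells under 500 cells, flagged as cytotoxic or low count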
# Myeloid diff MLP = promotes myeloid progenitor differentiation. AID 624256. ER-HoxA9 myeloid progenitors, lysozyme-GFP differentiation, flow cytometry. 1% of 360,000 active. calls only at 10 µM;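 active = normalized GFP-positive differentiation at or above the plate's own cutoff, the solvent-only control mean plus 3 SD; inconclusive = no clear call, values can overlap the other calls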;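 also: cells exposed to compound for four days before flow analysis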
# Dynein transport cytoplasmic EGFP = further read-out of Dynein transport, marked with its call; z-score; measured here: cytoplasmic GR-EGFP intensity; hits give high values
# Dynein transport nuclear GR-EGFP = further read-out of Dynein transport, marked with its call; z-score; measured here: nuclear GR-EGFP intensity;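 lower value marks the stronger effect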
# Dynein transport cell count = also measured in Dynein transport; calls as there; z-score; measured here: cell count per field
# Insulin prom up cell count = recorded beside Insulin prom up, whose call it bears; cell count; measured here: cytotoxicity, nuclei count;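 total cells summed across four imaged fields per well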
# Lipid droplet cells 6.5 µM = further read-out of Lipid droplet, marked with its call; cell count; measured here: cell count, cytotoxicity flag;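 cells counted across two imaged fields per well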
# b-catenin transl cell count 5 µM = also measured in b-catenin transl; calls as there; cell count; measured here: cell count, cytotoxicity flag
# T cell HTS vesicle-bound % = second read-out of T cell HTS, no call of its own (marks repeat the call); double positive events, %; measured here: CD8+ vesicle-bound cell fraction;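 binding gate set so that unloaded-vesicle control wells show 10% double positive cells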
# MT stabilizer Hoechst-high % = recorded beside MT stabilizer, whose call it bears; % Hoechst-high responders; measured here: nuclear condensation Hoechst responders;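 share of cells brighter than vehicle mean plus two SD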
# MT stabilizer cytotoxicity % = recorded beside MT stabilizer, whose call it bears; toxicity, %; measured here: cytotoxicity by cell density;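 0% = mean cell density of plate MIN control wells and 100% = no cells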
# Myeloid diff MLP GFP+ MAC1+ % = recorded beside Myeloid diff MLP, whose call it bears; GFP+ MAC1+ double positive, %; measured here: differentiation confirmed by MAC1 staining
# * = called active by the depositor; i = inactive; ? = inconclusive; nt = no result given.
# Start of the data: the first two entries, ahead of the listing:
# The line under a structure holds: MT stabilizer Hoechst-high %	Dynein transport cytoplasmic EGFP	Lipid droplet cells 6.5 µM	b-catenin transl cell count 5 µM	b-catenin transl	Dynein transport	MT stabilizer	Myeloid diff MLP	Myeloid diff MLP GFP+ MAC1+ %	T cell HTS	TNAP activation fold	Insulin prom up cell count	Lipid droplet	Insulin prom up	Dynein transport nuclear GR-EGFP	MT stabilizer cytotoxicity %	Dynein transport cell count	PMI inhibitors	T cell HTS vesicle-bound %
1) CCCCN1Cc2cc(C(=O)c3cc(OC)ccc3O)cnc2NC1=O
→ 1.9	-0.12	nt	878	-2.4	-0.63	3.7	i	1.1	i	1	1042	nt	1.1	-0.46	3.7	0.25	8%	50
2) COC(=O)c1cc(NC(=O)c2ccco2)ccc1N1CCOCC1
→ nt	-0.27	687	1198	-0.7	-0.22	nt	i	0.2	i	nt	1468	-9	-0.27	-0.34	nt	1.2	nt	25

# The whole of this part, repeating the preview:
# The line under a structure holds: MT stabilizer Hoechst-high %	Dynein transport cytoplasmic EGFP	Lipid droplet cells 6.5 µM	b-catenin transl cell count 5 µM	b-catenin transl	Dynein transport	MT stabilizer	Myeloid diff MLP	Myeloid diff MLP GFP+ MAC1+ %	T cell HTS	TNAP activation fold	Insulin prom up cell count	Lipid droplet	Insulin prom up	Dynein transport nuclear GR-EGFP	MT stabilizer cytotoxicity %	Dynein transport cell count	PMI inhibitors	T cell HTS vesicle-bound %
1) CCCCN1Cc2cc(C(=O)c3cc(OC)ccc3O)cnc2NC1=O
→ 1.9	-0.12	nt	878	-2.4	-0.63	3.7	i	1.1	i	1	1042	nt	1.1	-0.46	3.7	0.25	8%	50
2) COC(=O)c1cc(NC(=O)c2ccco2)ccc1N1CCOCC1
→ nt	-0.27	687	1198	-0.7	-0.22	nt	i	0.2	i	nt	1468	-9	-0.27	-0.34	nt	1.2	nt	25
3) COc1ccc(CCC(=O)OCC(=O)c2ccc(C)cc2)cc1
→ 1.8	0.019	759	991	0.3	0.38	3.0	i	1.2	i	0.9	1325	9	0.12	-0.13	2.1	-0.89	-1%	36
4) COc1ccc(C2C(C(=O)Nc3ccccc3OC)=C(C)Nc3ncnn32)cc1 (stereo not drawn)
→ 3.1	-0.19	nt	nt	nt	-0.49	4.1	i	1.2	i	0.9	1005	nt	0.98	-0.077	3.3	0.085	-1%	28
5) CCOC(=O)c1cc2occc2n1CC(=O)NCCOC
→ 1.6	-0.096	704	nt	nt	0.57	3.8	i	0.7	i	1	nt	-9	nt	-0.3	7.3	-0.95	-6%	25
6) CCOC(=O)C1=C(Nc2ccc(OC)cc2)OCC1=O
→ nt	-0.26	768	1081	-1.7	-0.23	nt	i	0.5	i	nt	1501	10	0.02	-0.15	nt	0.34	nt	43
7) COc1ccc(OC)c(CN2CCN(c3ccccc3OC)CC2)c1
→ 2.3	-0.21	nt	1163	-1.9	-0.23	4.4	i	1.1	i	1.1	1296	nt	0.18	0.42	13	1.4	14%	33
8) CCOc1cc(CNCCc2ccc(S(N)(=O)=O)cc2)cc(Cl)c1OCc1ccccc1
→ 1.5	0.7	nt	1371	4.6	-3	2.3	i	7.0	i	1.1	nt	nt	?	-0.81	3.9	-4.1	10%	22
9) Cc1cccc(N2CCN(C(=O)CCCOc3ccccc3)CC2)c1C
→ 4.7	-0.21	768	nt	nt	0.44	2.0	i	0.4	i	1	1253	-11	-0.57	0.49	11	0.017	2%	44
10) N=C(c1ccc([N+](=O)[O-])cc1)N1CCCCC1
→ 3.4	-0.38	725	1565	0.3	-0.61	4.4	i	0.2	i	1	1419	0	0.13	0.038	9.6	1.8	5%	47
11) CC(Sc1nnnn1-c1ccccc1)C(=O)Nc1ccc(Cl)cn1 (stereo not drawn)
→ 2.0	-0.22	748	nt	nt	0.19	1.5	i	0.5	i	1.1	1248	1	1.1	0.47	6.4	-0.49	20%	24
12) O=[N+]([O-])c1ccc(N2CCCCC2)cc1N1CCOCC1
→ 1.9	-0.2	nt	1437	-1.7	-0.59	1.6	i	1.1	i	0.9	1498	nt	-0.29	-0.35	3.1	0.79	0%	38
13) COC(=O)c1cccc(Nc2ccc([N+](=O)[O-])cn2)c1
→ 1.1	-0.22	713	980	-0.2	-0.38	3.2	i	0.5	i	1	1454	-9	-0.11	0.0093	0.9	0.67	15%	28
14) CN(C)/C=N/C1=C(C#N)C(c2cccs2)c2ccc3ccccc3c2O1 (stereo not drawn)
→ 18*	-0.015	306	1053	-5.5	0.85	16*	nt	nt	nt	1	808	-121	0.21	0.58	54*	0.17	18%	nt
15) COc1ccc(/C=C/c2nc3sc4c(c3c(=O)o2)CCC4)cc1
→ 1.4	0.31	nt	nt	nt	-0.52	1.6	i	0.8	i	nt	nt	nt	nt	-0.2	6.4	0.41	nt	47
16) Fc1ccccc1CSc1nc2ncccc2[nH]1
→ 3.4	-0.18	732	1043	0.3	-0.69	2.9	i	0.6	i	0.9	1301	11	0.01	0.017	19	0.91	12%	5
17) CCOc1ccccc1-n1nnnc1SCC(=O)NC(=O)Nc1ccc2c(c1)OCCO2
→ 0.9	0.35	805	1044	0.9	0.063	1.6	i	1.0	i	1.1	nt	1	nt	0.16	16	0.12	12%	70
18) COc1cc(/C=N\Nc2cc(=O)n(C)c(=O)n2C)ccc1O
→ 3.5	-0.34	661	989	-1.8	0.044	2.5	i	1.0	i	1.1	1324	4	0.09	-0.39	6.6	0.4	7%	52
19) COc1ccc(NC(=O)N/C=C/c2ccc(Cl)cc2)cc1
→ 2.2	0.074	660	1046	-1.2	0.066	3.6	i	0.6	i	1	1713	-14	0.03	0.3	2.2	-0.2	-53%	40
20) CC1(NC(=S)NCCO)CCS(=O)(=O)C1 (stereo not drawn)
→ 2.1	-0.24	635	1075	-0.7	-0.34	2.1	i	0.5	i	1.1	1471	12	-0.29	-0.31	11	-0.0011	15%	48
21) CCOC(=O)CNC(=O)CSc1nc2cccnc2n1C1CCCCC1
→ 2.1	-0.21	815	1242	0.1	0.26	2.3	i	1.1	i	1	1280	4	-0.11	0.17	12	0.16	6%	48
22) NC(=O)Cn1cnc(-c2ccccc2)c1
→ 3.5	0.04	nt	1042	-3.3	1.6	2.8	i	0.3	i	1.1	1043	nt	0.13	1	18	-0.26	2%	38
23) O=C(CCNc1cccc(F)c1)c1cccc([N+](=O)[O-])c1
→ 1.8	-0.011	685	1172	-6.0	-1.7	2.6	i	0.4	i	1	1519	3	-0.32	-0.95	5.9	0.61	38%	22
24) COc1cc(C(=O)N2CCC(NC(=O)C(Cc3ccccc3C)NC(C)=O)CC2)cc(OC)c1OC (stereo not drawn)
→ 2.0	-0.2	nt	1197	-0.6	-0.71	2.7	i	1.0	i	1.1	985	nt	-0.66	-0.42	10.0	0.36	-4%	9
25) S=C(NCc1ccc2[nH]c3c(c2c1)CCCC3)Nc1ccccc1
→ 3.1	-0.25	711	552	-1.1	-0.96	2.4	i	2.2	i	1.1	1098	-1	0.18	0.16	13	0.8	-1%	26
26) Clc1ccc(Cn2ncc3c(N4CCOCC4)ncnc32)cc1
→ 2.1	0.26	706	979	1.2	-0.94	2.5	i	0.0	i	1	1479	-2	0	-0.98	12	0.19	5%	45
27) Cc1ccc(CCN2CC(C(=O)O)CC2=O)cc1 (stereo not drawn)
→ 1.0	-0.24	808	1343	-1.8	-0.26	1.0	i	1.0	i	1.1	867	1	-0.26	-0.3	4.7	0.87	4%	10
28) C=CCNC(=O)c1cc2sccc2n1C
→ nt	-0.26	597	1319	-0.5	-0.4	nt	i	0.7	i	nt	867	0	0.29	0.62	nt	-0.65	nt	19
29) Clc1ccc(OCc2noc(-c3ccsc3)n2)c(Cl)c1
→ nt	-0.25	642	1346	-1.0	-0.68	nt	i	0.6	i	nt	nt	-11	nt	-0.43	nt	0.43	nt	2
30) Cc1ccc(S(=O)(=O)N2CCOCC2)cc1NC(=O)COc1ccc(-c2nnco2)cc1
→ 2.8	-0.29	647	1090	-2.8	-0.59	1.9	i	0.4	i	1.1	1276	2	-0.7	-0.21	5.7	0.68	1%	24
31) Cc1ccc(N=Cc2ccc(N(C)C)cc2)cc1C
→ 1.4	-0.32	703	1173	0.3	-0.74	1.1	i	0.2	i	1.1	1186	-121	-0.15	-0.34	5.3	0.37	2%	37
32) CC1CCN(CCCNC(=O)c2cn(C)c3ccc(S(=O)(=O)N4CCCC4)cc3c2=O)CC1
→ 1.3	-0.17	731	nt	nt	-1.2	3.2	i	0.5	i	1.1	1055	-15	0.65	-0.34	5.1	0.51	19%	27
33) Cc1ccc(CSCc2ccc(C(=O)NC3CCCC3)o2)cc1
→ 1.8	-0.14	756	1065	-0.9	1.7	2.7	i	0.1	i	1.1	1129	-2	-0.4	0.91	8.8	-1.1	-2%	31
34) O=C(Nc1ccc2c(c1)OCO2)c1cccc2c1C(=O)N(C1CCCCC1)C2
→ 2.8	-0.23	661	1147	-5.9	-0.3	1.2	i	0.1	i	1.1	1660	0	-0.78	-0.75	6.9	1	1%	48
35) CCN(CC)S(=O)(=O)c1ccc(/C=C/C(=O)OCC(=O)c2c(N)n(C)c(=O)n(C)c2=O)cc1
→ 2.8	-0.26	722	911	1.7	0.81	5.4	i	0.6	i	1.1	1166	4	0.08	0.7	7.7	-0.63	1%	36
